TRb-SRC2 inh: disrupts binding of human TR beta to SRC2; P10828; TRbeta-SRC2 peptide binding, fluorescence polarization; receptor liganded with 1 µM T3; Potency, µM (highest dose often 106 µM), for inactives: at the top dose activity change, negative = inhibition, usual class: inhibitors; actives 0.065% (n = 280,000);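 further: plate controls were bound peptide for no effect and peptide without receptor for full effect; nearly all actives have a fitted effect of over 50% in size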
Target sequence (P10828 whole entry, looked up): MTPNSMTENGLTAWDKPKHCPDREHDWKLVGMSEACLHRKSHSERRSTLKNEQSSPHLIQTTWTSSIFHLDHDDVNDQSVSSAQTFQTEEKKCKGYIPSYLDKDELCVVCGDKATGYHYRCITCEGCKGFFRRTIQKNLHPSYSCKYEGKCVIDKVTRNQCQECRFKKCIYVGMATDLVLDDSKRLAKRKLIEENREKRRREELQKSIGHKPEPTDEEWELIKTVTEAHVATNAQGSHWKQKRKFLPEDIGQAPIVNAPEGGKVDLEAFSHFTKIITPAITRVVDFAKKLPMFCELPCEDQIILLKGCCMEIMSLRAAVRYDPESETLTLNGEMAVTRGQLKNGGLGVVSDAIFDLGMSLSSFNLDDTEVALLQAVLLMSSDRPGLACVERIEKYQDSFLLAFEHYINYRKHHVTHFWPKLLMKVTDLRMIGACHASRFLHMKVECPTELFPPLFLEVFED
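Assay buffer: 20 mM Tris-HCl, 100 mM NaCl, 10% glycerol, 1 mM EDTA, 0.01% NP-40, 1 mM DTT, 1 uM T3, 5% DMSO; TRb LBD 0.6 uM, Texas Red SRC2 20 nM; FP after 5 hr.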
aGal spleen mod: alpha-galactosidase A (human) modulation. human spleen homogenate, 4MU-alpha-Gal fluorescence, 40 min. Potency, µM (highest dose often 80 µM), inactives show top-dose activity change, negative = inhibition, most hits filed as inhibitors. AID 2107. P06280. actives 0.008% (n = 240,000);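 further: 0% = enzyme with vehicle and -100% = no enzyme basal signal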
Target sequence (P06280 32-429 limits assumed): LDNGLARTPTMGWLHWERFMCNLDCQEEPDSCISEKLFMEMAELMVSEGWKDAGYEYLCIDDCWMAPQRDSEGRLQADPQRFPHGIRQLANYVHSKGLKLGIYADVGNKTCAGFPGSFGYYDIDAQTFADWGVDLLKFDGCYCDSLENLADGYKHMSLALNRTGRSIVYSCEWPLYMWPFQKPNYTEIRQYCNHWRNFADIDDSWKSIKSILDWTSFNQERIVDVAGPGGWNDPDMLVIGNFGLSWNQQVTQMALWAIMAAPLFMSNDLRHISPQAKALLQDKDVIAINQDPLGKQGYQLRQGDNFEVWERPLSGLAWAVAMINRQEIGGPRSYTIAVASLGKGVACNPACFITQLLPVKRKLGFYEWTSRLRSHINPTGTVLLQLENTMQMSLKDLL
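Inhibition or activation of alpha-galactosidase in human spleen homogenate is scored by 4-MU fluorescence after 40 min at 37C, pH 5.0, with 1 mM substrate. AC50s come from concentration-response fitted to the Hill equation.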
Tau FP inhib: blocks human tau fibril formation measured by polarization. K18 P301L tau heparin fibrillization, Alexa594 FP, 6 h. AID 1468. Potency, µM (doses to about 57.7 µM), for the others: at the highest dose activity, negative = inhibition, actives largely listed as inhibitors. P10636. actives 0.39% (n = 280,000); further: nearly all actives have a fitted effect of over 55% in size
Target sequence (P10636 561-689 P618L limits assumed): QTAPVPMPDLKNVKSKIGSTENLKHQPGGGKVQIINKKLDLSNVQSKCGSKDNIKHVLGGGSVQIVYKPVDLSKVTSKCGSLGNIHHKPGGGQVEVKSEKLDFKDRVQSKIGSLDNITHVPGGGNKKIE
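Steps: dispense K18 P301L tau (15 uM plus 0.24 uM Alexa 594 tracer, final) in pH 7 sodium acetate; add compound; add heparin (20 uM final); incubate 6 hr, 37 C; add ThT (30 uM final); after 1 hr ambient, read FP.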
L3MBTL1 block: L3MBTL1 (human) inhibition | Potency, µM (titrated, usually from 57.1 µM), inactives show at the top dose activity, negative = inhibition, actives largely listed as inhibitors | AlphaScreen L3MBTL1–H3K9me1 peptide binding | actives 0.66% (n = 230,000) | Q9Y468; further: nearly all actives have a fitted effect of over 60% in size
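L3MBTL1 50 nM + b-AHA-H3(1-15)K9me1 75 nM, 30 min RT; compound added, 30 min RT; streptavidin donor/Ni-chelate acceptor beads 10 ug/mL each final, 30 min RT dark; AlphaScreen read.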
Tau fluor counter: counter-screen for tau fibril formation inhibitors | tau K18 P301L Alexa594 fluorescence, heparin fibrillization | Potency, µM (top dose mostly 57.7 µM), inactives show at the highest dose activity change, negative = decrease | actives 0.93% (n = 280,000) | AID 1463; further: nearly all actives have a fitted effect of over 55% in size
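Human tau K18 P301L (15 uM unlabeled, 0.24 uM Alexa 594-labeled) in 100 mM sodium acetate pH 7 with 20 uM heparin, 6 hr at 37 C. ThT 30 uM added, 1 hr ambient; Alexa 594 FP and total fluorescence read at 555/632 nm.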
TexasRed fluor: Texas Red fluorescence interference in TRb-SRC2 counter-screen; TRb/SRC2 Texas Red total fluorescence interference; Potency, µM (doses to about 106 µM), without a hit: at the top dose fluorescence change, negative = quenching; actives 0.29% (n = 280,000); AID 1479; active means well fitted curve in either direction with a large enough effect; inconclusive means small, poorly fitted or top-dose-only effect
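Human TRb ligand-binding domain at 0.6 uM with 20 nM Texas Red SRC2 peptide in Tris buffer containing 1 uM T3 and 5% DMSO, incubated with compound 5 h at ambient temperature. Total fluorescence (555/632 nm) calculated as parallel + 2 × perpendicular.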
Tau fibril ThT: blocks human tau fibril formation measured by thioflavin T; actives 2.1% (n = 270,000); P10636; recombinant tau K18 P301L (four-repeat tau fragment), heparin-induced fibrillization, ThT fluorescence; Potency, µM (top dose mostly 57.4 µM), for the others: top-dose activity, negative = inhibition, most hits filed as inhibitors; AID 1460; further: nearly all actives have a fitted effect of over 55% in size
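Heparin-induced fibrillization of the P301L-mutant K18 repeat-domain fragment of human tau was followed by ThT binding in quantitative high-throughput format.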
ALDH1A1 block: ALDH1A1 (human) enzyme inhibition; P00352; Purified ALDH1A1, NADH fluorescence, propionaldehyde substrate; Potency, µM (titrated, usually from 75.3 µM), for the others: top-dose activity, negative = inhibition, hits mostly inhibitors; actives 7.3% (n = 220,000); active means well fitted inhibition curve with a large enough effect, not every such curve was filed as active; inconclusive means small, poorly fitted or top-dose-only effect, or another doubt; inactive means no such curve, though single readings can be large or run the other way;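 further: plate controls were no enzyme wells and a reference inhibitor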
Numbers without * were called inactive; ? = inconclusive; / = not tested or not shown; & = joins results of further samples; [ ] = another dose, or the depositor's remark. Unless noted, the call rests on the fitted dose curve; in most records, active means well fitted curve in the direction sought with a large enough effect; inconclusive means small, poorly fitted or top-dose-only effect, or another doubt; inactive means no such curve, though single readings can be large; an effect the other way counts as inactive or inconclusive. Unless noted, on the % scale 0 is the no-effect control and ±100 the full control effect; potency means the concentration at half of the fitted maximal effect.

SMILES	TRb-SRC2 inh	aGal spleen mod	Tau FP inhib	L3MBTL1 block	Tau fluor counter	TexasRed fluor	Tau fibril ThT	ALDH1A1 block
N#CC1(C#N)[C@@H](C(=O)C23CC4CC(CC(C4)C2)C3)C12CCOCC2	-10%	0%	1%	5%	2%	0%	5%	2%
CCOC(=O)N1CCC(n2c(=S)[nH]c3ccccc3c2=O)CC1	3%	5%	-3%	/	-12%	-1%	-17%	12%
CCCOc1ccccc1C1CC(=O)Nc2cc3c(cc21)OCO3 (stereo unspecified)	-1%	-7%	3%	-5%	-17%	0%	-11%	3%
O=C(N/N=C/c1cccnc1)/C(=C\c1cccs1)NC(=O)c1ccccc1	1%	3%	4%	4%	2%	2%	-3%	11%
COc1ccc(CCNC(=O)CSc2nnnn2-c2cccc(C(C)=O)c2)cc1OC	-3%	/	-6%	/	-13%	?	-7%	/
Cc1cc(-c2nc3ncccc3o2)ccc1NC(=O)c1ccc(Br)cc1	8%	/	0%	/	-1%	8%	?	/
O=c1[nH]c(=O)n(C2CCCO2)cc1F (stereo unspecified)	-2%&-15%&-7%	7%&-6%	?	2%	-5%&-3%	-2%&25%&-1%	-10%&-3%	-9%&3%
CCn1cc(C(=O)NCCc2ccc(Cl)cc2)c(=O)c2cc(S(=O)(=O)N(C)C3CCCCC3)ccc21	-7%	/	-12%	/	-13%	0%	-5%	/
CCN1CCN(c2ccc(NC(=O)c3ccccc3F)cc2Cl)CC1	-1%	2%	9%	/	-6%	0%	-16%	3%
Cc1cc(C)c2c(N)c(C(=O)NN3CC(=O)N(c4cccc(Cl)c4)CC3=O)sc2n1	4%	-2%	2%	/	-1%	-7%	/	/
Cc1ccc(/C=C/C(=O)N2CCc3ccccc3C2)cc1	2%	-3%	0%	/	-20%	-7%	?	0%
CCCC(=O)NC(c1ccc(OC)c(OC)c1)c1cc(Cl)c2cccnc2c1O (stereo unspecified)	-2%	6%	5%	9%	-2%	2%	0%	9%
O=C(NCc1ccco1)C(NS(=O)(=O)c1cccc2nsnc12)c1ccccc1 (stereo unspecified)	-8%	0%	-1%	3%	-2%	-1%	-8%	9%
C/C=C/C=C/C(=O)OC(C)C(=O)Nc1cc([N+](=O)[O-])ccc1OC (stereo unspecified)	-6%	-10%	1%	-1%	-18%	2%	-12%	?
Cc1ccccc1-c1nn2c(=O)cc(CN3CCN(C(=O)c4ccc(C(C)(C)C)cc4)CC3)nc2s1	-5%	/	0%	/	-1%	-1%	?	/
O=C(NCCN1CCOCC1)c1ccc2c(c1)ncn2C1CCCCC1	5%	-3%	-1%	0%	4%	2%	-4%	-3%
CCS(=O)(=O)N1CCc2cc(C(=O)NCCc3ccc(OC)cc3)ccc21	-1%	/	11%	/	0%	-5%	0%	/
CC(C)(C)NC(=O)C1N(c2cccnc2)C(=O)C2C(C(=O)Nc3ccccc3F)C3(C)C=CC21O3 (stereo unspecified)	-17%	-2%	-8%	1%	-1%	0%	4%	?
O=C(NCc1ccccc1)c1ccc(Br)cc1	3%[53 µM]	-7%	-2%	0%	6%	1%[53 µM]	1%	8%
O=C1C2CC=CCC2C(=O)N1c1ccc(NCCc2cccc(F)c2)c([N+](=O)[O-])c1 (stereo unspecified)	6%	-4%	7%	-24%	-24%	-1%	?	-6%
O=S(=O)(NCc1ccccn1)c1cc(OCC(F)(F)F)ccc1OCC(F)(F)F	1%	-19%	-5%	-4%	-9%	0%	-3%	/
Cc1cc(Cl)c(OCCCN(C)C)c(Br)c1	-1%	-2%	-3%	-13%	9%	0%	7%	-12%
O=C(N/N=C/C=C\c1ccco1)c1cccs1	-2%	2%	?	6.3µM*	-19%	1%	?	28µM*
Clc1ccc(-n2nnnc2-c2ccccc2)cc1Cl	5%	6%	-6%	10%	-8%	-7%	-2%	-4%
CC(C)/C(=N\NS(=O)(=O)c1ccc(Br)cc1)c1cccs1	0%	-1%	2%	1%	-23%	-2%	-15%	?
Nn1c(SCC(=O)NCCCc2ccccc2)nnc1-c1cccnc1	0%	0%	-9%	-4%	-13%	-4%	-18%	?
COc1ccc(/C=N/NC(=O)Nc2ccc3nsnc3c2)c(OC)c1	-2%	-2%	-7%	-5%	-23%	-2%	?	14%
COC(=O)C/C=C\[C@@H](C)[C@@H](/C=N\O[C@@H](C)c1cc(-c2c(C)cc(C)cc2C)no1)NS(=O)(=O)c1ccc(C)cc1	1%[11.2 µM]	6%[17.5 µM]	-10%[11.6 µM]	/	-15%[11.6 µM]	-1%[11.2 µM]	-8%[11.5 µM]	?
COc1cccc(OCCNC(=O)c2ccccc2Sc2ccccc2C#N)c1	-2%	-8%	-5%	11%	-14%	7%	-12%	?
C/C(=N\OCC(=O)NC(C)C)c1cccs1	1%	-4%	-6%	/	-6%	0%	-6%	0%
Cc1cc(C)c(NC(=S)N(CCCN2CCN(C)CC2)Cc2cccs2)c(C)c1	-5%	-2%	2%	/	-12%	-4%	-8%	11%
O=C1C(c2ccc(F)cc2)N(Cc2ccc3c(c2)OCO3)C(=O)CN1C1CCCCCC1 (stereo unspecified)	-7%	-4%	7%	/	-13%	-4%	?	?
OCCNc1nc2ccccc2nc1NCCO	-6%	18%	-1%	-3%	-5%	2%	-11%	/
c1csc(CNc2ncnc3ccc(-c4ccc5c(c4)OCO5)cc23)c1	-6%	-6%	?	-2%&-8%	?	-1%	-18%	?
CN1c2ccccc2C(=O)NC1c1ccc([N+](=O)[O-])s1 (stereo unspecified)	-4%	2%	-5%	4%	-12%	-1%	-14%	/
O=C1CCCN1c1ccc(CNS(=O)(=O)c2ccc(F)cc2)cc1	-4%	1%	4%	1%	2%	-3%	0%	-9%
CC(=O)c1cccc(NC(=O)CSc2nnc3ccc(-c4ccc(C)cc4)nn23)c1	3%	/	-11%	/	-1%	-1%	2%	/
COc1cc(CNc2nnnn2C)ccc1OCc1ccc(F)cc1Cl	2%	0%	8%	?	3%	-2%	3%	10%
Cc1cc(C(=S)N2CCOCC2)c(C)n1-c1ccc(Cl)cc1	-6%	1%	2%	-20%	16%	-4%	12%	22µM*
COc1cc([N+](=O)[O-])cc2cc(C(=O)N3CCCC3)c(=O)oc12	1%	3%	-6%	-6%	9%[2.34 µM]	21%	6%	-2%
CCCOc1ccccc1C1NC(=O)NC(C)=C1C(=O)OCCOCC (stereo unspecified)	-4%	0%	-1%	-2%	-6%	0%	-5%	?
O=C(COc1ccc(C(=S)N2CCC(Cc3ccccc3)CC2)cc1)N1CCOCC1	-2%	0%	3%	-3%[11.4 µM]	1%	-4%	-11%	-9%
COc1ccc2cc(C(=O)C3CCCN(Cc4ccccn4)C3)ccc2c1 (stereo unspecified)	-12%	-5%	-1%	?	-11%	-1%	-11%	?
CSc1nsc(SCC(=O)N2CCCCC2)n1	-3%	8%	5%	/	-8%	-2%	-11%	-5%
COc1cc(NC(=O)CN(C)S(=O)(=O)c2ccc3c(c2)CCCC(=O)N3)cc(OC)c1OC	0%	/	-3%	/	-5%	-14%	0%	/
O=C(O)CC(NC(=O)C(c1ccccc1)c1ccccc1)c1ccco1 (stereo unspecified)	-6%	-4%	7%	/	5%	-6%	-12%	5%
CC(=O)N1CCN(C(=O)c2ccc(-n3c(C)ccc3C)cc2)CC1	8%	3%	-1%	2%	-1%	0%	-5%	1%
CCOC(=O)c1c(N)sc2c(OCC)c(Br)ccc12	5%	3%	-1%	10%	25µM*[quencher]	-2%	?	1%
COc1ccccc1-n1c(CNC(=O)c2cccc([N+](=O)[O-])c2C)n[nH]c1=S	6%	-3%	-4%	/	-15%	-1%	-16%	-2%
COc1ccc(C)cc1NC(=O)C1CCN(C(=O)Cc2ccccc2)CC1	-3%	-10%	1%	2%	-2%	-1%	7%	3%
COc1cc(N2CCCC2)c(OC)cc1/C=C1/NC(=S)NC1=O	1%	-6%	-6%	-15%	?	-5%	11µM*	6%

10 compounds out of the list, arranged by count of non-hydrogen atoms, largest number first:
SMILES	TRb-SRC2 inh	aGal spleen mod	Tau FP inhib	L3MBTL1 block	Tau fluor counter	TexasRed fluor	Tau fibril ThT	ALDH1A1 block
COc1cc(NC(=O)CN(C)S(=O)(=O)c2ccc3c(c2)CCCC(=O)N3)cc(OC)c1OC	0%	/	-3%	/	-5%	-14%	0%	/
O=C(COc1ccc(C(=S)N2CCC(Cc3ccccc3)CC2)cc1)N1CCOCC1	-2%	0%	3%	-3%[11.4 µM]	1%	-4%	-11%	-9%
CC(=O)c1cccc(NC(=O)CSc2nnc3ccc(-c4ccc(C)cc4)nn23)c1	3%	/	-11%	/	-1%	-1%	2%	/
COc1ccccc1-n1c(CNC(=O)c2cccc([N+](=O)[O-])c2C)n[nH]c1=S	6%	-3%	-4%	/	-15%	-1%	-16%	-2%
COc1ccc(C)cc1NC(=O)C1CCN(C(=O)Cc2ccccc2)CC1	-3%	-10%	1%	2%	-2%	-1%	7%	3%
COc1cc(CNc2nnnn2C)ccc1OCc1ccc(F)cc1Cl	2%	0%	8%	?	3%	-2%	3%	10%
CC(=O)N1CCN(C(=O)c2ccc(-n3c(C)ccc3C)cc2)CC1	8%	3%	-1%	2%	-1%	0%	-5%	1%
COc1cc([N+](=O)[O-])cc2cc(C(=O)N3CCCC3)c(=O)oc12	1%	3%	-6%	-6%	9%[2.34 µM]	21%	6%	-2%
Cc1cc(C(=S)N2CCOCC2)c(C)n1-c1ccc(Cl)cc1	-6%	1%	2%	-20%	16%	-4%	12%	22µM*
CSc1nsc(SCC(=O)N2CCCCC2)n1	-3%	8%	5%	/	-8%	-2%	-11%	-5%

Source: PubChem BioAssay
